Bioassay records from PubChem.
uPA surface inh – cell surface uPA generation inhibition; cell surface uPA generation assay, qHTS; Potency, µM (top dose mostly 38.3 µM), inactives show at the top dose activity change, negative = inhibition, actives largely listed as inhibitors; actives 0.31% (n = 330,000); active means well fitted inhibition curve with a large enough effect; inconclusive means small, poorly fitted or top-dose-only effect; inactive means no such curve, though single readings can be large or run the other way; tested in mouse RAW 264.7 cells; further: on the % scale 0 is the no-effect control and ±100 the full control effect; nearly all actives have a fitted effect of over 55% in size
Gal4-VP16 FLuc – Gal4-VP16 reporter inhibition counter-screen. Drosophila S2 Gal4-VP16 UAS-luciferase, luminescence, 20 h. Potency, µM (titrated, usually from 53.6 µM), for the others: top-dose activity, negative = inhibition, usual class: inhibitors. actives 3.5% (n = 310,000);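 further: Gal4-VP16 expression switched on by copper sulfate through the metallothionein promoter; on the % scale 0 is the no-effect control and ±100 the full control effect; nearly all actives have a fitted effect of over 50% in size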
MBNL1 CUG block – inhibitors of human MBNL1 binding to CUG repeat RNA. Q9NR56. TR-FRET MBNL1-His/biotin-(CUG)12 binding, 665/545 ratio. Potency, µM (top dose mostly 57.5 µM), inactives show at the top dose activity change, negative = inhibition, most hits filed as inhibitors. actives 0.036% (n = 280,000); active means well fitted inhibition curve with a large enough effect in the signal ratio, with a control signal flat, not every such curve was filed as active; inconclusive means small, poorly fitted or top-dose-only effect, or effect the other way, or a change in a side signal; inactive means no such curve, though single readings can be large or run the other way; the % refers to the signal ratio; further: on the % scale 0 is the no-effect control and ±100 the full control effect
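Inhibition of protein-RNA binding appears as loss of TR-FRET between terbium anti-His antibody on MBNL1-His and streptavidin-XL665 on biotin-(CUG)12. Activity is normalized to buffer-only and uninhibited-complex controls.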
RORg inh – inhibitors of mouse ROR gamma transcriptional activity | P51450 | Drosophila S2 Gal4-RORgamma UAS-luciferase reporter, 20 h | Potency, µM (highest dose often 53.6 µM), for the others: at the top dose activity change, negative = inhibition, hits mostly inhibitors | actives 5.4% (n = 310,000); further: on the % scale 0 is the no-effect control and ±100 the full control effect; nearly all actives have a fitted effect of over 60% in size
Target sequence (P51450 whole entry, looked up, the tested form may be a part): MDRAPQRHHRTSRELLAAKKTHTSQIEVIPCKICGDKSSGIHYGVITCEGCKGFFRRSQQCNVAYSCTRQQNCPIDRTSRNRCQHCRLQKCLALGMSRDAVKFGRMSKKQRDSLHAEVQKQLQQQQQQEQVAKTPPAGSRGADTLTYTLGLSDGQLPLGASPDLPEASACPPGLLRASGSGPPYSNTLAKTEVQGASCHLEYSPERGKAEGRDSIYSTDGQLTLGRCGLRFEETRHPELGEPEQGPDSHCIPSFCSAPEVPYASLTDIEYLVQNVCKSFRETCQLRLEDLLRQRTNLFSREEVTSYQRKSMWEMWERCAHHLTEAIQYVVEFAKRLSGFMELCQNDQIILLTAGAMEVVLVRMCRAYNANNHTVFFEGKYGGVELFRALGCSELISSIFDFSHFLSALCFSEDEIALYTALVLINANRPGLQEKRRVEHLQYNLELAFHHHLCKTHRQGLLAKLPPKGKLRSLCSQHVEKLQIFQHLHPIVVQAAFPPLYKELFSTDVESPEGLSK
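Luminescence from a UAS-regulated Photinus luciferase reporter in stably transfected Drosophila Schneider cells is measured; decreased signal marks ROR gamma inhibition. Fusion expression is induced by 700 uM copper sulfate for 20 hr.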
p53 reactivator – mutant p53 re-activation in reporter cells; H1299 p53-A138V BP100-luciferase reporter, luminescence, 24 h; Potency, µM (top dose mostly 92.2 µM), without a hit: at the highest dose activity change, positive = activation, hits mostly activators; actives 0.063% (n = 320,000); further: % of control where 0% means no effect; nearly all actives have a fitted effect of over 45% in size
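p53-null H1299 cells stably carrying temperature-sensitive p53-A138V and a BP100-luciferase reporter were pinned with compounds (4-point, 1:5 series) and held 24 hrs at 37 deg C. Luminescence was read 10 min after detection reagent.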
MLL CXXC-DNA inh – blocks binding of human MLL CXXC domain to DNA | Q03164 | MLL-CXXC / FITC-HOXA9 DNA fluorescence polarization | Potency, µM (doses to about 115 µM), without a hit: top-dose activity change, negative = inhibition, hits mostly inhibitors | actives 0.037% (n = 290,000); active means well fitted inhibition curve with a large enough effect in the polarisation, with a control signal flat, not every such curve was filed as active; inconclusive means small, poorly fitted or top-dose-only effect, or effect the other way, or a change in a side signal; inactive means no such curve, though single readings can be large or run the other way; the % refers to the polarisation
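Purified MLL-CXXC (added from a 7 uM solution) was preincubated 5 min at ambient with pinned compounds in 50 mM Tris-HCl pH 7.5, 50 mM NaCl, 1 mM DTT, 0.05% BSA. Fluorescein-labeled HOX-A9 DNA (50 nM solution) followed, 30 min, then polarization read.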
FLuc counter – counter-screen for miR-21 project: firefly luciferase inhibitors or activators; actives 6.9% (n = 360,000); AID 588342; Potency, µM (top dose mostly 57.5 µM), without a hit: at the highest dose activity change, negative = inhibition, most hits filed as inhibitors; purified FLuc, Km substrates, luminescence inhibition;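 further: plate controls were vehicle for no effect and reference inhibitor for full effect; nearly all actives have a fitted effect of over 55% in size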
Target sequence (P08659 whole entry, looked up): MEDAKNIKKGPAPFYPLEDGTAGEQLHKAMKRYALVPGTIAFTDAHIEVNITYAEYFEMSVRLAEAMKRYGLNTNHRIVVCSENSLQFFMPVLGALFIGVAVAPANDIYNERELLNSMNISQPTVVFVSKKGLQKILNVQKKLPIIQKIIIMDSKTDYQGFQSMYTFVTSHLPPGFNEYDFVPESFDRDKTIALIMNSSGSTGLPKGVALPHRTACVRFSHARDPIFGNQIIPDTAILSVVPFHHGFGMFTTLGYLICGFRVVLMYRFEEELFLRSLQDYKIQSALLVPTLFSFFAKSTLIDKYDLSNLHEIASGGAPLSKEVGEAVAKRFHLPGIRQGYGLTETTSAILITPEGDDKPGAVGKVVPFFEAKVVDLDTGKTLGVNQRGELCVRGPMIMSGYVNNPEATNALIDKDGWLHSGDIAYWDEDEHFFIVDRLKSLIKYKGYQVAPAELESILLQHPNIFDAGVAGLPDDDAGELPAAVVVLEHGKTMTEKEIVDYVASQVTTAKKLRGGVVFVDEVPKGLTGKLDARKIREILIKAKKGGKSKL
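Purified P. pyralis luciferase, 10 nM final, with Km-level 10 uM D-luciferin and 10 uM ATP in 50 mM Tris acetate pH 7.5, 10 mM Mg acetate, 0.01% Tween-20, 0.05% BSA; 6-point qHTS titration about 60 µM downward; luminescence read.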
ELG1 genotoxic – genotoxicity induction in ELG1-luciferase HEK293T cells; Potency, µM (titrated, usually from 46 µM), inactives show at the highest dose activity change, positive = activation, actives largely listed as activators; actives 1.3% (n = 330,000); AID 504466; HEK293T ELG1-luciferase reporter, luminescence, 16 h; further: % of control where 0% means no effect; nearly all actives have a fitted effect of over 60% in size
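Reporter readout depends on ELG1 protein level, which increases with genetic stress. After 16 hr compound exposure at 37 °C, luciferase activity was quantified using ONE-Glo.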
Rab9 prom act – Rab9 promoter activation. actives 2.8% (n = 320,000). Potency, µM (titrated, usually from 9.22 µM), for the others: at the top dose activation, negative = inhibition, actives largely listed as activators. AID 485297. Huh7 Rab9 promoter-luciferase reporter, luminescence, 24 h; further: % of control where 0% means no effect; nearly all actives have a fitted effect of over 60% in size
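Cells were plated at 1500 per well in reduced-serum medium with 10% FBS and left 2 h. Compound in DMSO was then added for 24 h at 37 °C. Reporter signal was read by luminescence after 10 min with luciferase detection reagent.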
BRCA1 expr up – BRCA1 expression activation; MCF7-BRCA1-FFLuc reporter, luminescence, 48 h; response scale: scaled: vehicle 0%, 10 µM genistein 100%; Potency, µM (highest dose often 46.1 µM), inactives show top-dose activation, most hits filed as activators; actives 1.1% (n = 380,000); further: nearly all actives have a fitted effect of over 80% in size; some results filed as inactive show a strong effect at the top dose
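MCF7-BRCA1-FFLuc cells, 2000/well in phenol-red-free MEM, attached 2 h then treated 48 h at 37 C. Luciferase luminescence read 15 min after reagent; normalized to genistein maximum activation (10microM) and DMSO, concentration-response fitted.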
NPC1 prom act – activates the NPC1 promoter; Huh7 NPC1 promoter luciferase reporter, 24 h; Potency, µM (top dose mostly 9.22 µM), without a hit: at the highest dose activation, actives largely listed as activators; actives 2.4% (n = 320,000);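 further: % of control where 0% means no effect; nearly all actives have a fitted effect of over 60% in size; reporter is driven by a mutant NPC1 promoter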
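Cells: Huh7 expressing luciferase under the NPC1 promoter, 1500/well. Seeded 2 h, compound added, incubated 24 h at 37 °C. Luciferase reagent, 10 min ambient, then luminescence.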
* hit, by the source's call; u = inconclusive; x = not tested or not shown; & = joins results of further samples; [ ] = remark or other dose. Unless noted, the call rests on the fitted dose curve; in most records, active means well fitted curve in the direction sought with a large enough effect; inconclusive means small, poorly fitted or top-dose-only effect, or another doubt; inactive means no such curve, though single readings can be large; an effect the other way counts as inactive or inconclusive. Potency means the concentration at half of the fitted maximal effect. A portion of the library; rates above refer to the full screens.

SMILES | uPA surface inh | Gal4-VP16 FLuc | MBNL1 CUG block | RORg inh | p53 reactivator | MLL CXXC-DNA inh | FLuc counter | ELG1 genotoxic | Rab9 prom act | BRCA1 expr up | NPC1 prom act
CCCCCCn1c(=O)c(C(=O)Nc2ccncc2)c(O)c2ccccc21 | x | -13% | 7% | -4% | 7% | -1% | 4% | -18% | -6% | x | -2%
COC(=O)c1cc(C(O)(C(=O)OC)C(F)(F)F)c(/N=C/N(C)C)s1 (configuration not stated) | 4% | 1% | -5% | -15% | -1% | 4% | 3% | 5% | 3% | -2% | -2%
O=[N+]([O-])c1ccc(N2CCN(C(=S)NCc3ccc(Cl)cc3)CC2)cc1 | u | u | 27% | -25% | -2% | -2% | 0% | -6% | -2% | -27% | 1%
CC(Cc1ccccc1)[n+]1cc(/N=C(\[O-])N(C)C)on1 (configuration not stated) | -2% | 1% | 10% | -2% | u | -9% | -4% | 4% | -5% | 21% | 11%
Cc1cc2ccccc2c(=O)n1CC(=O)NCC(=O)N1CCC2(CC1)OCCO2 | 9% | 1% | -5% | 37% | 7% | 13% | -2% | -1% | -4% | -5% | -6%
CCn1c(O)c(/C=N/N2CCOCC2)c(=O)n(CC)c1=S | 2% | -5% | -4% | 3% | -3% | 0% | 3% | -3% | -3% | -8% | -7%
Cc1ccccc1N1C(=O)CC(=O)N(c2ccccc2C)C1=O | 4% | -11% | 13% | 1% | -9% | 4% | 2% | 3% | 0% | -3% | -2%
CC1(c2ccc(Cl)cc2Cl)OCC(Cn2cncn2)O1 (configuration not stated) | 0% | -2% | -5% | 5% | -5% | -4% | 0% | -2% | 0% | -29% | 2%
COC(=O)C1=CO[C@@H](C)[C@@H]2CN3CC[C@]4(C(=O)Nc5ccccc54)[C@@H]3C[C@H]12 | 4% | -5% | -16% | 39% | -3% | -1% | 6% | -2% | -2% | -5% | -1%
CN1CC(C#N)C2(O)c3ccccc3CCC2C1 (configuration not stated) | -1% | 4% | 2% | 19%[1.91 µM] | x | 10% | 1% | -2% | 0% | -7% | 0%
C=CCn1c(C)c(C=C2C(=O)NC(=O)NC2=O)c2ccccc21 | -4% | 5% | 9% | 0% | x | -29% | 1% | -3% | 0% | 5% | -2%
COc1ccc2c(c1)C13CCCC[C@@H]1C(C2)N(C)CC3 (some centres not stated) | -24% | -15% | 7% | 38% | -6% | 1%&-7% | -1% | -7% | -1% | -3% | -6%
O=C(/C=C/C=C/c1ccccc1)CC1(O)C(=O)Nc2ccccc21 (configuration not stated) | -7% | -17% | u | 2% | 10% | -6% | 2% | -12% | -2% | -3% | 0%
C=C1[C@@H](C)[C@H]2[C@H](Cc3ccccc3)NC(=O)[C@]23OC(=O)/C=C/[C@H](O)CCC[C@@H](C)C/C=C/[C@H]3[C@@H]1O | u | 3%&4% | 4% | 6%&44% | x | -5% | 2% | x | -44%[inhibitor] | -55% | -34%[inhibitor]
Cc1c(C(=O)O)cccc1-n1c(C)cc(/C=C2\C(=O)NC(=O)N(c3ccc4c(c3)OCO4)C2=O)c1C | -3% | -12% | 21% | -15% | 3% | -55% | u | 0% | 0% | 47% | 3%
Cc1ccc(OC(=O)c2ccc(Br)o2)cc1 | 3% | -4% | -2% | -11% | -8% | 143%[activator] | 4.8µM* | 0% | -1% | -27% | -6%
COC(=O)C1=C(c2ccc(F)cc2F)C[C@@H]2CC[C@H]1N2C(=O)NCCCOC(C)C | 5% | x | x | x | -8% | x | -1% | 0% | -2% | -5% | 3%
CSc1ccc(C(=O)C2CCCN(Cc3ccn[nH]3)C2)cc1 (configuration not stated) | -1% | 17% | 1% | 5% | 5% | 13% | -1% | -2% | 1% | -27% | 0%
N[C@@H](Cc1c[nH]c2ccccc12)c1nnc(SCc2ccc(F)cc2)o1 | x | -3% | -9% | 22% | 4% | -6% | 0% | 0% | -1% | 3% | 5%
CC(C)Cn1cc(C(=O)N2CCC3(CC2)OCCO3)c2c3ccccc3n(C)c2c1=O | x | -11% | 6% | 24% | -11% | 2% | 2% | 1% | 4% | -31% | -4%
COc1cc2c(cc1OC)[C@@]13CCN4CC5=CCO[C@H]6CC(=O)N2[C@H]1[C@H]6[C@H]5C[C@H]43 | -13% | -5% | -1% | 8% | 4% | 1% | -1% | 2% | -5% | 0% | 2%
N#CCCn1cc(C(=O)O)c(-c2cccc([N+](=O)[O-])c2)n1 | 5% | -4% | u | -15% | -4% | 5% | -5% | -5% | -1% | -12% | 1%
C/C(CC(c1ccccc1)c1c(O)c2ccccc2oc1=O)=N\NC(N)=S (configuration not stated) | 6% | u | -13% | u | 5% | -5% | -3% | -2% | -12% | -9% | -3%
Cc1ccc2c(c1)N(CCC(=O)N1CCC3(CC1)OCCO3)C(=O)C(C)O2 (configuration not stated) | 4% | -6% | 0% | -15% | -1% | -10% | 2% | 0% | 0% | 3% | -2%
C[N+](C)(C)CC#CCN1CCCC1=O | -8% | 4% | x | 0% | x | -9% | x | x | 1%[46.1 µM] | 22% | 0%[46.1 µM]

Next section.
SMILES | uPA surface inh | Gal4-VP16 FLuc | MBNL1 CUG block | RORg inh | p53 reactivator | MLL CXXC-DNA inh | FLuc counter | ELG1 genotoxic | Rab9 prom act | BRCA1 expr up | NPC1 prom act
O=C1NC(=O)N(CCc2ccc(F)cc2)C(=O)/C1=C/c1ccco1 | 5% | 2% | 6% | 7% | 0% | 3% | u | 11% | -1% | -2% | 0%
O=c1cccc2n1CC1CC2CN(Cc2cccc(Cl)c2Cl)C1 (configuration not stated) | x | -7% | -4% | 0%[10 µM] | -2% | 1% | -1% | -11% | 4% | -25% | 0%
O=C([O-])c1ccc(-[n+]2c(-c3ccccc3)cc(-c3ccccc3)cc2-c2ccccc2)cc1 | -11% | x | x | x | -1% | x | 3% | -2% | -6% | -8% | 0%
CCC(=NCC1CCCO1)c1c(O)n(-c2ccccc2)c(=O)[nH]c1=O (configuration not stated) | -2% | 7% | 3% | 18% | 0% | -5% | 1% | 1% | -10% | -4% | -3%
COc1cc2occc2c2oc(=O)ccc12 | 8% | 1%&-2%&-8% | -3% | -22%&-26%&-17% | 2% | -5% | -3% | 3% | -3% | 9% | -1%
S=c1[nH]nc(-c2ccco2)n1Cc1ccccc1 | 5% | 3% | u | u | u | -4% | -6% | x | 3% | -10% | -3%
COc1cc(CNCCc2ccc3c(c2)OCO3)ccc1O | -1% | 7% | -3% | -4% | -3% | -6% | -6% | 0% | -2% | -6% | 7%
COc1cccc(CNCCc2c[nH]c3ccccc23)c1OC | 2% | 2% | -3% | 2% | 14% | 5% | 3% | -10% | -8% | -2% | -5%
O=C1NC(=S)N(c2ccc(F)cc2)C(=O)/C1=C/c1ccccc1O | -1% | 3% | -15% | -17% | 0% | -5% | 2% | 8% | -4% | 16% | 0%
COC(=O)C1=C(c2ccc(OCc3ccccc3)cc2)C[C@@H]2CC[C@H]1N2C(=O)NCc1cccc(C(F)(F)F)c1 | u | x | x | x | 6% | x | 1% | -4% | 0% | -46% | 1%
FC(F)(F)c1ccc2c(c1)ncn2C1CCN(Cc2nnnn2C2CCCCC2)CC1 | 1% | u | -2% | -2% | 4% | -4% | 13% | -16% | 5% | -30% | -5%
Cc1ccc2c(c1N)C(=O)c1ccccc1C2=O | u | -12% | x | -24% | u | x | 4.3µM* | u | u | 10µM* | 3.2µM*
Nc1ccc(N2CCN(Cc3ccccc3Cl)CC2)c(Cl)c1 | 14% | 0% | -11% | -17% | 9% | 6% | 4% | 0% | -3% | -12% | -2%
O=C(C/C=N\OCc1c(Cl)cccc1Cl)Oc1ccc(Cl)cc1Cl | 0% | -10% | 0% | -11% | 2% | 125%[activator] | 3% | 0% | 0% | -12% | -4%
COc1ccc(-n2c(O)c(C(C)=NCCN3CCNCC3)c(=O)[nH]c2=O)cc1 | 0% | -4% | -4% | 0% | -4% | -1% | -1% | 2% | -7% | -14% | -3%
Cc1nn(C(C)(C)C)c(C)c1/C=N/OC(=O)Nc1ccc(Cl)c(Cl)c1 | -5% | 1µM* | -1% | 0.22µM* | -12% | -1% | 0.19µM* | -12% | -38%[inhibitor] | -94% | -24%
